# Screens as filed in PubChem.
# PhoP GFP inhibition: Inhibition of PhoP regulon, Salmonella typhi GFP reporter cells, confirmation, 4 h (AID 1850) | Salmonella Typhi PhoP-promoter GFP reporter, fluorescence, 4 h; higher % means a stronger effect | inhibition, % at 50 µM, or IC50 in µM where a hit was titrated | 0.33% of 310,000 active; in the data active = a potency from the dose series; inconclusive = inhibition mostly from about 25% at the one dose, without a potency; inactive = the rest, 99 in 100 with inhibition below about 19%;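 also: 0% = induced wells with vehicle and 100% = uninduced wells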
# M. tuberculosis HTS: M. tuberculosis growth inhibition, HTS (AID 449762) | M. tuberculosis H37Rv growth inhibition, 7H9 media; higher % means a stronger effect | inhibition, % at 25 µM, or IC50 in µM where a hit was titrated | 0.59% of 330,000 active; in the data active = a potency from the dose series; inconclusive = inhibition above about 70% without an active follow-up result;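 also: bacterial growth assessed after seven days of incubation; strong numbers were not always called active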
# M. tuberculosis: growth inhibition of non-replicating M. tuberculosis (AID 488890) | Mycobacterium tuberculosis non-replicating, growth inhibition; higher % means a stronger effect | one-dose inhibition, % at 25 µM; IC50 in µM for titrated hits | 0.39% of 320,000 active; in the data active = a potency from the dose series; inconclusive = inhibition mostly from about 82% at the one dose, without a potency; inactive = the rest, 99 in 100 with inhibition below about 76%;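 also: plate controls were DMSO cells for no effect and high antibiotic wells for full effect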
# inhibitors of VEEV: inhibitors of VEEV TC-83 cytopathic effect, confirmation, Vero cells (AID 588727); Vero cells, VEEV TC-83 cytopathic effect inhibition; higher % means a stronger effect; one-dose inhibition, % at 20 µM; IC50 in µM for titrated hits; 0.13% of 350,000 active; in the data active = a potency from the dose series; inconclusive = inhibition mostly from about 14% at the one dose, without a potency; inactive = the rest, 99 in 100 with inhibition below about 12%; also: strong numbers were not always called active
# H1N1 NS1A inhibition: H1N1 influenza NS1A inhibitors, functional cell based assay (AID 504329) | inhibition, % at 12.5 µM, or IC50 in µM where a hit was titrated | NS1A functional cell-based assay, percent inhibition; higher % means a stronger effect | 0.3% of 340,000 active; in the data active = a potency from the dose series; inconclusive = inhibition above about 27% without an active follow-up result; also: strong numbers were not always called active
# inhibitors of VEEV 10K pilot screen: further read-out of inhibitors of VEEV, marked with its call; inhibition, %; measured here: 10K pilot screen inhibition
# * marks the source's active call; other numbers are inactive results; i = inactive; ? = inconclusive; . = not tested or not shown. An unsorted share of the library (roughly 1.5% active in at least one column).
SMILES,PhoP GFP inhibition,M. tuberculosis HTS,M. tuberculosis,inhibitors of VEEV,H1N1 NS1A inhibition,others
COc1ccc(C(CCc2cc(OC)c(OC)c(OC)c2)NC(C)=O)cc1 (centres undefined),.,.,.,0.3%,-14%,
COc1ccc(C(=O)NC(=S)NNC(=O)c2ccccc2O)cc1,2%,17%,?,3.1%,0%,
COc1ccc2[nH]c3c(=O)n4c(nc3c2c1)SCCC4,1%,4%,-4%,11%,.,
COC(=O)c1ccccc1NC(=O)Nc1ccc(C)cn1,-11%,-2%,-6%,0.5%,-8%,
O=C(COC(=O)COc1ccc(Cl)cc1)Nc1ccc(N2CCOCC2)cc1,1%,3%,27%,1.8%,1%,
CCc1cccc(CC)c1NC(=S)Nc1cccc(Cl)c1Cl,5%,13%,32%,i,-18%,
COc1cccc(NC(=O)CN(C)C(=O)C2CC(=O)N(CCc3ccc(OC)c(OC)c3)C2)c1 (centres undefined),.,.,.,6.8%,-4%,
Fc1ccc(CSc2nnc3ccccn23)c(Cl)c1,-2%,2%,-8%,i,-7%,
Cc1ccc(NC(=O)C(NC2CCCC2)c2ccccc2)cc1Cl (centres undefined),-1%,7%,56%,1.5%,-14%,
CC(=O)Nc1ccc(NC(=O)c2cc(=O)c3cc(C)cc(C)c3o2)cc1,-5%,7%,-13%,3.8%,2%,

# An excerpt from above in order of number of heavy atoms, lowest first.
SMILES,PhoP GFP inhibition,M. tuberculosis HTS,M. tuberculosis,inhibitors of VEEV,H1N1 NS1A inhibition,others
COC(=O)c1ccccc1NC(=O)Nc1ccc(C)cn1,-11%,-2%,-6%,0.5%,-8%,
O=C(COC(=O)COc1ccc(Cl)cc1)Nc1ccc(N2CCOCC2)cc1,1%,3%,27%,1.8%,1%,
COc1cccc(NC(=O)CN(C)C(=O)C2CC(=O)N(CCc3ccc(OC)c(OC)c3)C2)c1 (centres undefined),.,.,.,6.8%,-4%,

# The listing picks up; the five compounds before the break are reprinted first.
SMILES,PhoP GFP inhibition,M. tuberculosis HTS,M. tuberculosis,inhibitors of VEEV,H1N1 NS1A inhibition,others
CCc1cccc(CC)c1NC(=S)Nc1cccc(Cl)c1Cl,5%,13%,32%,i,-18%,
COc1cccc(NC(=O)CN(C)C(=O)C2CC(=O)N(CCc3ccc(OC)c(OC)c3)C2)c1 (centres undefined),.,.,.,6.8%,-4%,
Fc1ccc(CSc2nnc3ccccn23)c(Cl)c1,-2%,2%,-8%,i,-7%,
Cc1ccc(NC(=O)C(NC2CCCC2)c2ccccc2)cc1Cl (centres undefined),-1%,7%,56%,1.5%,-14%,
CC(=O)Nc1ccc(NC(=O)c2cc(=O)c3cc(C)cc(C)c3o2)cc1,-5%,7%,-13%,3.8%,2%,
COc1ccccc1NC(=O)C/C(N)=N/OCC(=O)Nc1cccc(Cl)c1,.,-4%,50%,i,-5%,
COc1ccc([C@H]2CC(=O)C=C(c3cccc(OCc4ccccc4)c3)C2)cc1,.,6%,23%,i,9%,
CN(C1=C(NC(=O)c2ccccc2)C(=O)c2ccccc2C1=O)C1CCS(=O)(=O)C1 (centres undefined),-1%,16%,16%,3.0%,4%,
CCCN1CCN(CCCNC(=O)CN2C(=O)C(CC)Oc3ccccc32)CC1 (centres undefined),-3%,1%,6%,0.8%,-17%,
CC(Cl)C(=O)NNC(=O)CNS(=O)(=O)c1ccccc1 (centres undefined),-12%,-2%,2%,1.4%,0%,
Cc1cccc(NC(=O)COc2ccc(/C=C\c3[nH]c(=O)[nH]c(=O)c3[N+](=O)[O-])cc2)c1,12%,1%,-1%,0.7%,6%,inhibitors of VEEV 10K pilot screen=0.7
O=C(Nc1ccc(S(=O)(=O)Nc2ccccn2)cc1)c1cccc(Br)c1,1%,-4%,12%,0.5%,-4%,
O=C(NCC1CCCO1)/C(=C/c1ccc(Cl)cc1)NC(=O)c1ccccc1 (centres undefined),2%,-2%,-7%,0.7%,-6%,
Cc1ccccc1N1CCN(C(=O)CCN2C(=O)c3ccccc3C2=O)CC1,-3%,1%,-6%,3.7%,3%,
COc1ccc(Cl)cc1S(=O)(=O)N1CCCC(C(=O)N2CCCC2)C1 (centres undefined),-6%,-1%,-12%,0.8%,1%,
CCOC(=O)Cc1csc(SC(C)C(=O)Nc2ccc(NC(C)=O)cc2)n1 (centres undefined),-8%,2%,-2%,i,-6%,
COc1ccccc1NC(=O)c1cc(S(=O)(=O)N2CCCCCC2)ccc1F,-3%,4%,10%,5.7%,0%,
N#C/C(=C\c1ccncc1)c1nc2ccccc2o1,19%,14%,71%,1.5%,.,
CC(C)CCN1CCN(CCCn2cccn2)CC1CCO (centres undefined),-6%,-2%,15%,0.2%,-5%,
O=C1OC(C(=O)O)Cc2ccccc21 (centres undefined),-7%,-8%,-2%,i,-5%,
Cc1ccc(/C=N/c2sc3c(c2C#N)CCC3)s1,-8%,1%,-5%,0.6%,11%,
S=C(NC1CC1)N1CCc2ccccc2C1,-5%,1%,-10%,2.2%,-3%,
Nc1nonc1-c1noc(N2CCOCC2)n1,-4%,2%,1%,0.2%,1%,
NC(=O)NC(=O)C(c1ccccc1)N1CCN(S(=O)(=O)c2ccc(Br)s2)CC1 (centres undefined),.,13%,37%,2.0%,-6%,
Cc1cccn2c(/C=N/OCc3ccc(F)cc3)c(-c3ccc(Cl)cc3)nc12,-4%,-11%,-5%,0.7%,-7%,
CSC1=C(C#N)C2(CCCCC2)C(C(=O)Nc2ccccc2)=C(C)N1,.,.,.,1.4%,14%,
O=C(c1ccc(-c2cccc([N+](=O)[O-])c2)o1)N1CCN(c2ccc([N+](=O)[O-])cc2)CC1,.,.,.,0.7%,-5%,
Cc1cccc(NC(=O)CCCN2C(=O)C(c3ccccc3)Oc3cccnc32)c1C (centres undefined),-25%,2%,2%,1.3%,15%,
O=C(NCC1CCCO1)c1cc2c(s1)CCCC2 (centres undefined),.,2%,5%,0.7%,-17%,
CCN1CCN(c2cc(C)c3cc(NC(=S)N4CCC5(CC4)OCCO5)ccc3n2)CC1,0%,-10%,0%,0.1%,-6%,
O=[N+]([O-])c1ccc(Cl)c(C[n+]2cccc3ccccc32)c1,-7%,-5%,-10%,i,2%,
Cc1ccnc(NS(=O)(=O)c2ccc(NC(=O)CN3C(=O)c4ccccc4S3(=O)=O)cc2)n1,14%,-4%,-15%,1.4%,-11%,
O=C(Nc1ccn(CCCNCc2ccc3[nH]ccc3c2)c(=O)n1)OCc1ccccc1,.,.,.,i,1%,
CSCCC(NC(=O)c1ccccc1)C(=O)N1CCCCCCC1 (centres undefined),.,-7%,-19%,5.7%,-20%,
COc1cccc(-n2c(C)nn(CCOc3ccccc3)c2=O)c1,-4%,2%,-10%,0.8%,2%,
CCOc1ccc(S(=O)(=O)N(CC)CC(=O)NC2CCS(=O)(=O)C2)cc1 (centres undefined),.,-5%,-20%,0.7%,-3%,
CCn1c(-c2ccc[nH]c2=O)nc2ccccc21,5%,-3%,-14%,i,-1%,
CCN(CC)CCNc1nc(-c2cccs2)c(CC(=O)O)s1,1%,-4%,-7%,i,0%,
CC(C)NS(=O)(=O)c1ccc(NC(=O)C(C)OC(=O)CCCOc2ccccc2)cc1 (centres undefined),.,.,.,3.0%,-1%,
Cn1c(=O)c(C(=O)NNC(=O)c2ccccc2F)c(O)c2ccccc21,2%,?,?,2.2%,9%,
C=CCNC(=O)NC(=O)CSc1nnc(C(F)(F)F)n1C,-3%,5%,14%,1.2%,-6%,
COc1ccc(NC(=O)Nc2nnc(Cc3ccccc3)s2)cc1,6%,6%,-23%,i,-8%,
CCOC(=O)C(=CNc1cc(C)nn1C(C)(C)C)C(=O)OCC,-5%,9%,6%,1.5%,-9%,
Cc1ccc(S(=O)(=O)N(C)CC(=O)Nc2ccc3c(c2)OCO3)cc1,6%,-3%,-2%,0.9%,5%,
Cc1cc(Cl)ccc1C(=O)C1CCCN(C(=O)c2cscn2)C1 (centres undefined),1%,2%,-2%,i,4%,
CCCCC(=O)Nc1nc(C)c(-c2csc(Nc3ccc(Cl)cc3)n2)s1,14%,?,61%,i,12%,
CNC(=O)c1ccc(-c2sc3nc(N4CCOCC4)c4c(c3c2N)CCCC4)o1,8%,45%,18%,1.3%,-6%,
CCOc1ccc(-c2c(C)n([O-])c3c([n+]2=O)CCCCC3)cc1,-5%,0%,13%,0.6%,8%,
COc1ccc(S(=O)(=O)N2CCCCC2C)cc1 (centres undefined),-5%,7%,41%,i,-5%,
COc1ccccc1OCCCCOc1ccccc1F,2%,1%,10%,0.5%,-10%,
Cc1ccc(NC(=O)CCN2C(=O)c3ccccc3C2=O)cc1,7%,3%,0%,0.1%,7%,
COC(=O)C(C)n1cnc2c(nnn2-c2ccc(OC)cc2)c1=O (centres undefined),-11%,0%,-5%,3.4%,-7%,
CN(C)c1nc(Cl)cc(N2CCOCC2)n1,-1%,4%,-5%,1.7%,-1%,inhibitors of VEEV 10K pilot screen=2.5
S=C(Nc1cccnc1)NC1CCCC1,-11%,0%,?,1.5%,-4%,
Cc1cccc(C(=O)NNC(=O)c2n[nH]c(=O)c3ccccc23)c1C,.,-2%,-9%,2.8%,-2%,

# More results
SMILES,PhoP GFP inhibition,M. tuberculosis HTS,M. tuberculosis,inhibitors of VEEV,H1N1 NS1A inhibition,others
COc1ccc(NC(=O)CSc2nc(C)cc(C)n2)c([N+](=O)[O-])c1,-10%,-3%,21%,2.1%,4%,
COc1cccc2sc3cc(NCc4ccc(C)o4)ccc3c(=O)c12,.,58%,?,3.3%,1%,
COc1ccc(-c2nc(CSCC(=O)NC3CCCC3)c(C)o2)cc1OC,-13%,4%,13%,1.4%,-4%,
O=C1CSc2ccc(C(=O)Nc3cccc(S(=O)(=O)Nc4ccc(Br)cc4)c3)cc2N1,-5%,?,70%,5.0%,9%,
COc1ccccc1CNC(=O)c1ccncc1,2%,2%,11%,1.5%,-4%,
C=CCCCOc1ccc(C(=O)O)cc1,-4%,-2%,19%,i,-6%,
Cc1cccc(-c2noc(C3CCCCC3)n2)c1,-12%,-9%,22%,i,-6%,
Cc1cc(C(=O)OCC(=O)NC2CCCC2)c2ccccc2n1,.,.,.,2.0%,-6%,
CC(C)CN(C(=O)CN1CCN(c2ccc([N+](=O)[O-])cc2)CC1)c1c(N)n(CC(C)C)c(=O)[nH]c1=O,3%,3%,42%,1.7%,-2%,
CC(=O)N1CCN(C(=O)c2ccc(NS(=O)(=O)c3ccc(Cl)c(Cl)c3)cc2)CC1,.,.,.,2.7%,-9%,
COc1ccccc1NC(=O)CSc1nc2ccccc2c(=O)n1C,-5%,0%,13%,11%,-5%,
Cn1nccc1C(=O)Nc1cccc(S(=O)(=O)N2CCOCC2)c1,-4%,5%,-15%,3.4%,16%,
CNc1nc(-c2ccccn2)nnc1-c1ccccc1,-1%,12µM*,i,4.7%,1.7µM*,
Cc1ccc(NC(=O)CCNS(=O)(=O)c2ccc3[nH]c(=O)oc3c2)c(Cl)c1,0%,12%,14%,i,-1%,
Cc1cc(C)c2c(c1)/C(=C/C(=O)c1ccc(Br)s1)C(=O)N2,4%,-5%,21%,1.2%,19%,
COc1cc(S(=O)(=O)N(Cc2ccccn2)Cc2ccco2)ccc1-n1cnnn1,-4%,-2%,10%,i,-7%,
CC(C)CC(c1nnnn1Cc1ccco1)N1CCN(c2cccc(Cl)c2)CC1 (centres undefined),32%,17%,19%,i,12%,
Cc1cc(C)c2c(c1)NP(=S)(c1ccccc1)N2 (centres undefined),.,.,.,4.2%,-12%,
CCN(C(=O)COC(=O)CCC(=O)c1ccccc1)c1c(N)n(Cc2ccccc2)c(=O)[nH]c1=O,.,-4%,17%,0.5%,-2%,
